# Bioassay records (PubChem BioAssay)
# TDP2 inh: human TDP2 enzyme inhibitors, primary screen, biochemical, epi absorbance, recombinant enzyme | Tyrosyl-DNA phosphodiesterase 2 (Homo sapiens), O95551 | T5PNP hydrolysis, p-nitrophenol absorbance 415 nm | inhibition, % at 12.8 µM | 370,000 compounds, 0.34% hits | AID 720702, 2013;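 active = inhibition above the mean of all tested compounds plus 3 SD, set per campaign, cut at about 25% in these data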;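 also: 0% = DMSO with enzyme and 100% = buffer with substrate but no TDP2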
#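 Test system: Human TDP2 enzyme | Reagent: 5 mM T5PNP | Compound dosing: 12.8 µM single point, 1% DMSO | Incubation: Enzyme reaction with compound for 2 h at 37 °C | Technique: p-Nitrophenol epi absorbance | Read-out: % inhibition relative to enzyme-containing and enzyme-free wells | Benchmarks: High control without enzyme, low control DMSO plus TDP2 | Replicates: Singlicate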
# NR1D1 modulator: modulators of Rev-erb alpha DNA binding, primary screen, biochemical, FITC-DNA, fluorescence polarization, uHTS; Rev-erbα–FITC-DNA binding, 90 min; activity, % at 10 µM; 370,000 compounds, 0.79% hits; AID 1259318, 2017;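 active = activity above about 14%, limit read from the data; passing the limit was not always enough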;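 also: 0% = DMSO wells with 35 nM protein and 100% = DMSO wells with 750 nM protein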
# Target sequence (P20393 whole entry, looked up): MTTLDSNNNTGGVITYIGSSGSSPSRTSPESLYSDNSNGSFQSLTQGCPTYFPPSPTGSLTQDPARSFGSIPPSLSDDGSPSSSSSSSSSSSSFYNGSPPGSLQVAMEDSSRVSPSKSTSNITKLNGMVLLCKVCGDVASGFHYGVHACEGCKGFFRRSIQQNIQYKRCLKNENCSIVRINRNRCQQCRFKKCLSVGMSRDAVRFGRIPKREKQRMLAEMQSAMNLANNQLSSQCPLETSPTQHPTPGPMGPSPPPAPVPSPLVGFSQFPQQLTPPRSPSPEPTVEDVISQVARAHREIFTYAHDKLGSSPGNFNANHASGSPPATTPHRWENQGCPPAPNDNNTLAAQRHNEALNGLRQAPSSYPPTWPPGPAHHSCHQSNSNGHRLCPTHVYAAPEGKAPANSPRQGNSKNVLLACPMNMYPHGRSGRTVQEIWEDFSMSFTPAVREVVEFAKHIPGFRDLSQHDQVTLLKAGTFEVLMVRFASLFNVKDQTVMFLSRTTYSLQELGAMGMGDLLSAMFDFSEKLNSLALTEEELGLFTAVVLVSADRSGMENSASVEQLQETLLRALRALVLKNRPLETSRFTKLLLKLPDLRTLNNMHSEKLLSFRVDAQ
# HTRA1 inhibitor: HTRA1 serine protease inhibitors, primary screen, biochemical, fluorescence polarization, HTS; Q92743; recombinant HTRA1, FP-rhodamine activity-based probe; inhibition, % at 5.96 µM; 340,000 compounds, 0.5% hits; AID 504803, 2011; in the data active = inhibition above about 36%;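 also: 0% = enzyme with DMSO and 100% = wells lacking enzyme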
# mABHD4 FP: ABHD4 inhibitors, primary screen, biochemical, fluorescence polarization, mouse; (Lyso)-N-acylphosphatidylethanolamine lipase (Mus musculus), Q8VD66; purified mABHD4, FP-Rh probe fluorescence polarization; inhibition, % at 8.92 µM; 370,000 compounds, 0.54% hits; AID 720543, 2013;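 active = inhibition exceeding the mean over every tested compound plus 3 SD, cut at about 30% in these data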;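 also: 0% = plate median of compound wells and 100% = S159A mutant with DMSO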
#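 Test system: mABHD4 protein | Buffer or medium: HEPES pH 7.0 buffer, 150 mM NaCl, 0.01% Pluronic F-127 | Probe or stimulus: FP-Rh fluorescent activity-based probe, added after compound pre-incubation | Timing: Pre-incubation 45 min, probe exposure 60 min, at 25 °C | Technique: Fluorescence polarization, excitation 525 nm, emission 598 nm, BODIPY TMR filters | Repeats: Single well per compound (singlicate)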
# PRMT1 FP inh: PRMT1 methyltransferase inhibitors, primary screen, biochemical, fluorescence polarization | recombinant PRMT1, activity-based probe fluorescence polarization | inhibition, % at 2.79 µM | Protein arginine N-methyltransferase 1 (Homo sapiens), Q99873 | 370,000 compounds, 1.3% hits;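 active = inhibition above about 21% made by adding two undisclosed values, limit read from the data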
# SIAE primary: human SIAE inhibitors, primary screen, biochemical, fluorescence polarization, FP-Rh probe, 1536-well HTS; Sialate O-acetylesterase (Homo sapiens), Q9HAT2; SIAE FP-Rh probe binding; inhibition, % at 9.66 µM; 370,000 compounds, 0.69% hits; AID 1053197, 2014;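 active = inhibition above a cutoff: mean of compounds within the control limits plus 3 SD of those, cut at about 17% in these data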;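 also: 0% = plate median of compound wells and 100% = probe without SIAE protein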
# Target sequence (Q9HAT2 whole entry, looked up): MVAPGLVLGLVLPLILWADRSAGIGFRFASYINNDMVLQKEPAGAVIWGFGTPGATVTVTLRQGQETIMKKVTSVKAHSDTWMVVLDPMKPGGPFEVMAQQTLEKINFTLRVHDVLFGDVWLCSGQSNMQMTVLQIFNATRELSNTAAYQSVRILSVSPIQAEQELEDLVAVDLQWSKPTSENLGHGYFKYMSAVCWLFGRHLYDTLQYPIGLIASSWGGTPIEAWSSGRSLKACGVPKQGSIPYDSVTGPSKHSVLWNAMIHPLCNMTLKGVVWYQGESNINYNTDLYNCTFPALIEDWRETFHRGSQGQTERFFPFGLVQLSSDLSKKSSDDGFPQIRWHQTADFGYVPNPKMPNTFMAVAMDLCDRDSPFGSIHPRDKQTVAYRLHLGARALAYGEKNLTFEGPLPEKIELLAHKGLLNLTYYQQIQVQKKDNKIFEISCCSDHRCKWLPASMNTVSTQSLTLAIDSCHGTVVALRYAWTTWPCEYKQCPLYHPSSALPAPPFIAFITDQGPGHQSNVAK
# PG9 binder: binders of HIV-1 gp120 antibody PG9, primary screen, biochemical, TR-FRET. HIV-1 gp120 / PG9 antibody interaction. inhibition, % at 6.7 µM. 360,000 compounds, 0.43% hits. AID 624416, 2012. TR-FRET gp120-PG9 antibody binding; in the data active = inhibition above about 8.5%
# LEDGF integ inh: blockers of LEDGF/p75-dependent integrase strand transfer – biochemical, TR-FRET, high throughput, primary screen; TR-FRET IN-LEDGF/p75 DNA integration, Eu/Cy5; inhibition, % at 3.7 µM; 370,000 compounds, 0.64% hits; HIV-1 integrase (with human LEDGF/p75);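 active = inhibition above the screen-wide mean plus 3 SD, cut at about 13% in these data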;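 also: signal is the Cy5 over europium emission ratio at 671 and 618 nm; 0% = plate median of compound wells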
# TCR CD3 inh: inhibitors of human TCR-CD3 interaction, primary screen, biochemical, fluorescence, TAMRA-labeled TCR probe; inhibition, % at 9.4 µM; 360,000 compounds, 0.37% hits; AID 651800, 2012; in the data active = inhibition above about 19%;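 also: recombinant mutant TCR 2C K166C tagged with TAMRA read by polarization; 0% = receptor in buffer alone and 100% = receptor with positive control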
# rCAG binder: binders of r(CAG) RNA repeats, primary screen, biochemical, fluorescence | r(CAG) RNA repeat, TO-PRO-1 dye displacement fluorescence | inhibition, % at 3 µM | 370,000 compounds, 1.3% hits;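 active = inhibition above the plate cutoff, the mean of all test compounds on that plate plus 3 SD, cut at about 35% in these data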;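 also: 0% = DMSO alone and 100% = 100 µM mitoxantrone as full dye displacement; higher means more dye released from RNA so lower well fluorescence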
# Numbers without * were called inactive; / = not tested or not shown; & = joins results of further samples; ! = not confirmed by another sample. An excerpt; the hit share may differ from the screen's.
# Each structure is followed by: TDP2 inh	NR1D1 modulator	HTRA1 inhibitor	mABHD4 FP	PRMT1 FP inh	SIAE primary	PG9 binder	LEDGF integ inh	TCR CD3 inh	rCAG binder
- Cc1cc(OC(C)C(=O)NC(Cc2c[nH]c3ccc(O)cc23)C(=O)O)c2c(C)c(C)c(=O)oc2c1 (configuration not stated)
    6.9	-0.8	5.5	6.4	-1.7	4.1	-4.0	1.3	9.1	13.3
- COCCN1Cc2cc(C(=O)OC)c3c(c2C1=O)c1cc(OC)ccc1n3S(C)(=O)=O
    -3.6	2.0	/	7.5	0.9	-1.1	-0.7	2.9	-8.6	10.6
- O=C(NCC(=O)N1CCN(c2ccccc2F)CC1)c1ccco1
    7.3	2.8	4.7	-5.5	-1.1	2.2	-1.1	0.6	6.4	0.8
- CCOc1cc(C(=O)N2CCC(CC3CC(c4ccc(Cl)cc4)=NO3)(C(=O)NCC3CCCCC3)CC2)cc(OCC)c1OCC (configuration not stated)
    -8.8	-0.3	-28.0	-10.7	-1.1	-7.3	-2.1	-1.4	3.9	14.9
- COc1cccc(-c2cc(C(=O)N3CC4(C)CC3CC(C)(C)C4)no2)c1 (configuration not stated)
    -2.5	-0.9	-2.1	-4.9	3.5	-9.0	1.7	0.9	-6.5	-1.1
- COc1cccc(C(O)c2nc3ccccc3n2C(C)C)c1 (configuration not stated)
    -0.7	2.0	-8.3	3.1	-0.8	-3.0	0.5	-1.1	-4.5	-8.1
- Cc1ccc(NC(=O)CN2C(=O)NC3(CCCCC3C)C2=O)cc1S(=O)(=O)N1CCOCC1 (configuration not stated)
    -12.2	6.5	2.2	-1.7	-3.7	-4.3	-0.5	2.1	-0.8	4.0
- Cc1[nH]c2c(C)cccc2c1CCNC(=O)C1CCCCC1C(=O)OCC(F)(F)F (configuration not stated)
    1.4	3.0	0.3	7.8	-0.3	5.3	-1.6	-0.8	-0.9	0.4
- CSc1nc(O)c(N=Nc2ccc(F)cc2F)c(=O)[nH]1
    -11.3	6.5	2.0	7.4	2.5	6.1	-6.0	-2.4	1.7	-1.6
- Cc1ccc(NC(=O)COC(=O)CC2CC3CCC2C3)cc1S(=O)(=O)N1CCOCC1 (configuration not stated)
    -21.1	-2.4	-14.7	-21.1	0.1	-20.3	-1.1	7.0	4.1	3.5
- O=C(O)CSc1nccc2ccccc12
    8.8	-4.7	-2.5	0.7	-1.3	0.1	0.8	0.9	6.0	-0.5
- CCSc1nnc(NC(=O)CSc2nnc(C)c(=O)n2N)s1
    -3.0	0.5	5.0	-0.5	6.4	-0.3	-0.5	-7.7	-4.2	-0.9
- CCCNC(=O)c1cc(C2CCCN(C(=O)c3cc(F)ccc3C)C2)on1 (configuration not stated)
    -11.4	-1.3	/	-4.6	-2.1	3.2	-1.3	4.6	2.1	0.2
- CSc1nc2[nH]ncc2c(=O)[nH]1
    9.5	-2.5	3.2	3.0	-0.2	-0.9	-0.1	-0.1	-0.2	1.3
- Cc1ccc(-n2c(C)nc3c(cnn3-c3ccc(F)cc3)c2=O)cc1C
    -1.3	1.1	2.0	1.1	0.4	0.6	0.3	-0.9	8.2	-3.9
- CCN1CCN(CCNC(=O)c2ccc3nc(-c4cccc(C)c4)c(-c4cccc(C)c4)nc3c2)CC1
    0.1	2.0	-0.6	-0.8	-7.4	-4.3	-3.6	1.2	-2.8	-3.0
- CCN(CC)S(=O)(=O)c1ccc2c(c1)nc(CCC(=O)Nc1cccc(C(F)(F)F)c1)n2CC
    -9.0	2.5	-39.4	-14.7	0.6	-20.1	-0.5	-2.8	-2.4	0.5
- CCOc1ccc(CCN2C(=O)C(=O)N([C@@H](Cc3ccccc3)CN3CCC[C@@H]3CN3C(=O)C(=O)NC[C@@H]3Cc3ccc(O)cc3)C[C@@H]2Cc2ccccc2)cc1
    1.1	-3.8	/	2.9	5.4	1.4	0.7	-5.2	-4.0	9.4
- CCOC(=O)N1CCN(C(=O)CN2C(=O)COc3ccc(C)cc32)CC1
    6.7	3.2	2.1	-8.6	-2.1	2.5	-1.2	1.8	7.0	-6.1
- COC(=O)c1sccc1NC(=O)Nc1ccccc1C
    7.1	-8.8	-5.9	-4.5	-0.1	3.4	-1.7	-0.8	13.7	0.3
- Cc1ccc(NC(=O)C2CCCN(S(=O)(=O)c3c(C)noc3C)C2)cc1 (configuration not stated)
    4.3	0.6	2.3	0.3	0.6	3.9	0.4	-0.7	-2.2	-4.3
- O=C(O)c1cccc(Nc2ccc3nonc3c2[N+](=O)[O-])c1
    -25.8	-3.1	6.2	-7.2	12.7	-4.8	1.8	-0.6	-9.7	2.4
- CCc1nc2ccc(C(=O)NCCN3CCOCC3)cn2c1N(C=O)Cc1ccc(OC)cc1
    -2.6	0.8	/	3.2	2.4	1.9	0.1	-0.7	-2.9	2.7
- C=CCn1c(C)cc(C(=O)CSc2nnc(-c3cccc(S(=O)(=O)N(CC)CC)c3)o2)c1C
    -4.7	-0.1	-3.5	3.0	0.0	-5.0	1.3	2.3	-6.5	0.9
- O=C(COc1coc(CN2CCN(c3ccccc3)CC2)cc1=O)NCC1CCCO1 (configuration not stated)
    -8.6	0.0	0.0	2.2	-2.5	-3.6	0.7	-0.9	-3.6	-7.0
- COc1ccc(S(=O)(=O)N2CCOCC2)cc1NC(=O)C1CCN(S(=O)(=O)c2ccc(Cl)cc2)CC1
    10.5	-11.9	5.2	3.0	0.2	-10.7	0.6	0.9	5.6	10.0
- COc1cccc(C(=O)N2CCN(c3ccc(N4CCOCC4)nn3)CC2)c1
    6.1	-4.5	7.2	2.5	2.5	-5.5	-0.2	-2.9	-4.9	-4.1
- CCC(=O)OCCNc1cc(Sc2nccn2C)c2nonc2c1[N+](=O)[O-]
    4.7	3.9	0.2	1.7	42.5*	-0.8	-0.6	-2.4	4.4	1.3
- Cc1cc(C)nc(NC2=NCC(=O)N2CCc2c[nH]c3ccccc23)n1
    4.5	6.2	-2.7	-1.9	0.0	-1.3	-0.9	1.1	2.5	-3.0
- Cc1ccc(OCC(=O)N2CC(C)OC(C)C2)c([N+](=O)[O-])n1 (configuration not stated)
    13.0	1.7	10.6	-4.7	-4.8	-4.9	-2.5	1.8	5.3	-0.5
- CCc1cc(-c2n[nH]c(C)c2-c2nc3ccccc3n2C)c(O)cc1O
    -3.2	1.5	/	5.5	1.3	0.3	-0.7	3.2	-0.1	1.8
- CCC(C)Sc1cccc(-c2nc3ccc(C)cn3c2NCc2ccccc2)c1 (configuration not stated)
    -6.5&3.5	13.5&1.3	-22.2	35.9*!	0.9&-4.4	4.9&7.5	1.2&0.9	-0.8&4.0	-3.4&4.7	2.2&4.2
- CN1CCN(c2ccc(S(=O)(=O)N3CCOCC3)cc2NC(=O)COc2ccc(C#N)cc2)CC1
    -5.9	-1.7	0.9	-6.5	-3.1	-6.2	-2.7	0.8	-4.5	0.1
- COc1ccc(C(=O)N/N=C/c2ccc(OC)c(COc3ccc(F)cc3F)c2)cc1
    11.8	-1.1	-83.1	-54.2	1.9	-32.4	-0.9	-1.0	5.5	9.2
- O=[N+]([O-])c1ccc(COc2ccc(CNc3ccccc3)cc2)cc1
    8.3	-6.0	-6.6	3.4	-1.2	-0.4	-0.7	-3.4	4.3	2.6
- CCn1c(=O)c2ccccc2n(CC(=O)NCCC2=CCCCC2)c1=O
    -0.9	8.4	-3.4	-3.5	-0.9	2.1	1.2	5.6	1.1	-1.3
- Cc1ccc(-c2nc3ncccn3c2NC(=O)c2ccc(F)cc2)cc1
    12.3	0.7	/	0.5	0.9	4.3	/	-2.0	/	5.1
- COc1ccc(/C=N/NC(=O)CC(=O)NCc2cccnc2)c(OC)c1
    -10.2	3.1	-2.0	-7.7	1.1	-10.9	0.5	-1.6	5.8	-0.9
- O=C(O)c1nn(CCOc2ccc(Br)cc2)c(=O)c2ccccc12
    -9.9	1.0	-22.7	-8.7	-3.7	-10.8	-3.6	0.7	4.5	2.4
- CC1CN(c2ccc(NC(=S)Nc3ccc(N4CC(C)OC(C)C4)cc3)cc2)CC(C)O1 (configuration not stated)
    4.6	1.9	13.8	23.6	-1.7	20.3*	-5.9	7.8	-2.4	7.3
- O=c1[nH]c(SCCOc2cccc3ccccc23)nc2ccccc12
    -4.0	-1.2	-1.6	-2.6	-8.1	-3.3	-12.1	0.2	6.0	0.9
- Cc1ccccc1-c1cc2nc(NCCc3ccncc3)n(C)c(=O)c2s1
    8.5	-3.7	/	-16.6	-2.3	-17.1	1.0	0.5	-0.1	2.0
- Cc1ccc(S(=O)(=O)N2CCC(Oc3cccc(C(F)(F)F)c3)CC2)cc1
    -1.3	9.4	-19.1	-9.7	1.9	4.7	-0.1	-3.6	-6.9	-2.3
- COC(=O)N(C)CCCC1(C)C(=O)N(C)c2ccc(O)cc21 (configuration not stated)
    -11.2	1.4	8.8	-6.2	-0.8	-0.3	-0.2	2.2	-0.4	-0.6
- Cc1nc2sc(C(c3ccco3)N3CCC(Cc4ccccc4)CC3)c(O)n2n1 (configuration not stated)
    9.1	-5.4	-12.7	19.5	14.0	2.4	-1.8	1.0	0.3	6.6
- COc1ccc(-n2c(Cn3c(=O)sc4ccccc43)nnc2SCC(=O)N2CCCCC2)cc1
    -4.6	-6.0	-0.9	-1.2	4.0	-0.5	0.8	0.8	-1.5	-4.0
- CCCN(CC(=O)Nc1ccccc1OC)C(=O)CCNC(=O)c1ccccc1OC
    18.1	1.1	-6.2	4.2	-3.3	1.7	-0.9	-0.3	-1.9	-3.6
- Cc1nc(S(=O)(=O)NC2CCCCC2)c(C#N)c(C)c1Cl
    -0.6	4.3	-0.8	-8.6	-2.4	4.8	-1.1	1.5	-0.8	1.2

# Some of the entries above in a different format:
SMILES,TDP2 inh,NR1D1 modulator,HTRA1 inhibitor,mABHD4 FP,PRMT1 FP inh,SIAE primary,PG9 binder,LEDGF integ inh,TCR CD3 inh,rCAG binder
COC(=O)N(C)CCCC1(C)C(=O)N(C)c2ccc(O)cc21 (configuration not stated),-11.2,1.4,8.8,-6.2,-0.8,-0.3,-0.2,2.2,-0.4,-0.6
Cc1nc2sc(C(c3ccco3)N3CCC(Cc4ccccc4)CC3)c(O)n2n1 (configuration not stated),9.1,-5.4,-12.7,19.5,14.0,2.4,-1.8,1.0,0.3,6.6
